HSF1 inh – HSF1 inhibition; activity change, negative = inhibition, % at 7.5 µM (by protocol); AID 2098; NIH3T3-HGL HSE-luciferase, MG132-induced, luminescence 8 h; hits give low values; actives 0.77% (n = 300,000);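 active = more than half of replicate wells show activity change below -50%, luminescence cut by over half; inconclusive = some wells, but at most half, below -50%; inactive = no replicate well below -50%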;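 note: luciferase reports HSF-1 transcriptional activity via heat shock element; 0% = median of DMSO wells and -100% = zero luminescence signal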
GSK3A inh – inhibitors of human GSK-3 alpha kinase. P49840. ADP-Glo luminescence, 60 min. actives 0.1% (n = 320,000). inhibition, % at 10 µM;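 in the data active = inhibition above about 50%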;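 note: GST-tagged GSK-3 alpha with peptide substrate and 25 µM ATP; 0% = DMSO neutral wells and 100% = GW8510 positive control wells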
Target sequence (P49840 whole entry, looked up): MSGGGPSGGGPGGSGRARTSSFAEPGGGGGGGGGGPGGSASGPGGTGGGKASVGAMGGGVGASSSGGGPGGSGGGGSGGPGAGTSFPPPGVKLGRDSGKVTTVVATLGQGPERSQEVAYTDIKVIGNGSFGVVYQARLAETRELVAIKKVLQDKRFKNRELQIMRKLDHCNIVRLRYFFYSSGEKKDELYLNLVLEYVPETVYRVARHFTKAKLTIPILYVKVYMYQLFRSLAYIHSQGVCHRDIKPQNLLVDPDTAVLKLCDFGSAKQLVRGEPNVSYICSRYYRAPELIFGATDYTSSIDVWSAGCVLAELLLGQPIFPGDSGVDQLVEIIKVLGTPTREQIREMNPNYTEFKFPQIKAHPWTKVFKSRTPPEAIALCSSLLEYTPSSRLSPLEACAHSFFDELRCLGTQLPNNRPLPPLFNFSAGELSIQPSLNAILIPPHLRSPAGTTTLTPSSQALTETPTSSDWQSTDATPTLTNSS
KLF5 inhibitor – kruppel-like factor 5 inhibition. DLD-1 KLF5 promoter-luciferase reporter, luminescence. inhibition, % at 5 µM. actives 0.23% (n = 290,000). AID 1700;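 active = inhibition above a per-plate limit of that plate's mean compound inhibition plus 3 SD, cut at about 60% in these data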;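 note: 0% = DMSO wells and 100% = LY294002 at 200 µM; higher means less KLF5 promoter-driven luciferase light; inactives centre near -14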
HSF1 activator – increases HSF-1 driven luciferase reporter signal; NIH3T3-HGL HSF-1 luciferase reporter, MG132, 8 h; 100% = twice DMSO control signal; activation, % at 9 µM; actives 1.7% (n = 300,000);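 active = mean replicate activation of at least 50% with a set share of replicates each reaching 50%; inconclusive = only one of those two conditions met; inactive = mean below 50% and too few replicates reaching it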;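 note: 0% = median of the neutral control wells and 100% = twice that signal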
aSyn UTR inh – 5' untranslated region of α-synuclein, MLPCN primary screen; alpha-synuclein 5'UTR reporter, inhibitor activity; AID 1813; inhibition, % (tested at 7.5 µM); actives 0.82% (n = 300,000); in the data active = inhibition above about 60%; inconclusive = no clear call, values can overlap the other calls;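 note: H4 neuroglioblastoma cells stably carrying SNCA 5'UTR luciferase fusion; 0% = DMSO wells and 100% = positive control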
HIF act – HIF pathway transcriptional activation. U2OS HRE-luciferase reporter, luminescence; normalized: DMSO 0%, desferrioxamine 100%. activation, % at 7.5 µM (by protocol). actives 0.32% (n = 300,000). AID 1910;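 active = mean activation of at least 10% of the iron chelator positive control signal, with at least half of replicates also reaching 10%; inconclusive = mean and replicate majority disagree about reaching 10%; inactive = mean and most replicates under 10%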
IEC-6 cytotox – counter-screen for KLF5 inhibitors: cytotoxicity in IEC-6 cells; IEC-6 cytotoxicity, luminescence viability; inhibition, % at 5 µM; actives 0.78% (n = 290,000); in the data active = inhibition above about 22%;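 note: 0% = plate median of test compound wells and 100% = cytotoxic reference compound wells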
GSK3beta inhib – human GSK3beta kinase inhibition | P49841 | actives 0.038% (n = 300,000) | GST-GSK3beta kinase, ADP-Glo luminescence, 60 min; hits give low values | activity score (negative = inhibition), % at 10 µM;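 active = more than half of replicate wells score below -50%, meaning over 50% inhibition versus plate controls; inconclusive = some replicates but at most half score below -50%; inactive = no replicate scores below -50%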;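 note: 0% = median DMSO wells and -100% = median GW8510 positive control wells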
Target sequence (P49841 whole entry, looked up): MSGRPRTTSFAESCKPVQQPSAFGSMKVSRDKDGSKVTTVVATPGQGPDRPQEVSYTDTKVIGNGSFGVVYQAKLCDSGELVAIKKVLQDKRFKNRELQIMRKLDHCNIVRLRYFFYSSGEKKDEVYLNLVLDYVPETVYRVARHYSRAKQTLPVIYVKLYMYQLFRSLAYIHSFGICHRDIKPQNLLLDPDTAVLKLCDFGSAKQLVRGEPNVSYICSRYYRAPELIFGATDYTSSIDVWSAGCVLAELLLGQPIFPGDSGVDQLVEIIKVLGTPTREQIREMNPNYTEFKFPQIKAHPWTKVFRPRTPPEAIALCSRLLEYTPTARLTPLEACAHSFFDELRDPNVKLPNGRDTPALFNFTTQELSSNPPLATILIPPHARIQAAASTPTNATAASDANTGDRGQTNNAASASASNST
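test system = GST-tagged human GSK3beta kinase, cell-free | reagent = 25 µM ATP with peptide substrate | dosing = one dose of 10 µM per compound | schedule = 60 min reaction, RT | detection = luminescent ADP-Glo measurement of ADP formed | control set = DMSO neutral wells and GW8510 at 20 µM as positive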
AI-2 QS modul – modulates the Vibrio harveyi AI-2 quorum sensing system. Vibrio harveyi JMH597 AI-2 luminescence/OD600 ratio, 9 h; hits give low values; strain lacks LuxN and CqsS sensors; 0 = neutral-control median. activity change, % at 7.5 µM. actives 0.4% (n = 300,000); in the data active = activity change below about -75%, passing the limit was not always enough; inconclusive = no clear call, values can overlap the other calls;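 note: luminescence divided by OD600 gain over 9 h not by final OD600 alone; inactives centre near 13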
HSP90 inh – inhibitors of HSP90 luciferase refolding in rabbit reticulocyte lysate. actives 0.91% (n = 290,000). inhibition, % at 5.6 µM. luciferase refolding luminescence, 3 h. AID 1789;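 active = inhibition above the screen-wide mean plus 3 SD, computed separately per campaign, cut at about 16% in these data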;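 note: 0% = DMSO wells and 100% = 60 µM geldanamycin wells; inhibitors lower the luminescence because luciferase stays unfolded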
* marks the source's active call; other numbers are inactive results; ? = inconclusive; / = not tested or not shown.

Molecule,GSK3beta inhib,aSyn UTR inh,HSP90 inh,KLF5 inhibitor,HSF1 activator,IEC-6 cytotox,HSF1 inh,GSK3A inh,HIF act,AI-2 QS modul
COc1ccc2[nH]c(=O)c(CN(Cc3cccnc3)Cc3nnnn3CC3CCCO3)cc2c1 (stereo unspecified),3,7,-5,-13,-13,-1,-4,1,-0.5,7
CCN(CC)S(=O)(=O)c1ccc2nc(NC(=O)c3ccco3)sc2c1,5,-63,-3,-54,7,-1,16,1,1.5,15
CN(C)CCOc1ccc(Cl)cc1C(C)(C)C,-1,24,-1,-8,-17,2,-13,-1,0.2,7
CN(CCC#N)C(=O)COC(=O)c1nn(-c2ccccc2)c(=O)c2ccccc12,-2,11,0,-39,-13,0,-1,-1,-0.1,10
O=C(CSc1nnc(-c2ccccc2O)n1Cc1ccccc1)NNC(=O)c1ccccc1O,6,-36,3,-27,-7,3,0,4,-0.2,35
Cc1ccc(NS(=O)(=O)c2ccc3[nH]c(=O)sc3c2)cc1,1,-4,4,-18,27,1,8,0,-0.4,?
O=C(CC1N=C(Cc2ccccc2)NNC1=O)N/N=C/c1ccc([N+](=O)[O-])cc1 (stereo unspecified),3,27,-2,7,3,-3,-7,-1,0.2,6
CCOC(=O)c1c(NC(=O)COc2ccccc2OCC)sc2c1CC(C)(C)NC2(C)C,3,21,/,/,6,/,-3,-2,0.4,-8
CCSc1nc2sc3c(c2c(=O)n1-c1ccccc1C)CCN(C)C3,1,-18,2,-44,2,-5,1,30,0.1,5
COc1ccc(/C(=N\O)c2nccc3cc(OC)c(OC)cc23)cc1OC,3,3,3,-28,-1,1,-6,-1,-0.4,14
COc1ccc(CCn2c(C)c(C(C)=O)c(C(C)=O)c2C)cc1OC,0,-18,-1,0,-15,-1,-1,1,0.0,20
CCC[C@H]1COCCS(=O)(=O)N1Cc1ccccc1F,2,11,-2,-6,-12,0,-1,/,0.1,1
Cc1ccccc1CN1CCN(CC(=O)NCc2ccco2)C1=O,2,10,1,-3,32,-3,10,-2,0.0,23
O=C(CCc1ccccc1)N=C1SC2CS(=O)(=O)CC2N1c1cccc(F)c1 (stereo unspecified),1,10,3,-6,1,2,7,-2,0.4,10
Cc1ccc(CN2C(=O)CCC2(C)C(=O)NCc2cccnc2)cc1 (stereo unspecified),2,-19,-1,-2,12,-4,-7,-2,-0.7,24
CCOc1ccc(Cc2c(C)[nH]c3ccc(C(=O)O)cc3c2=S)cc1,2,-11,-3,-2,-5,-13,-6,-2,-0.3,18
CCC(=O)c1cn(CC(=O)Nc2cccc(C)c2)c2ccccc12,0,9,2,-19,12,2,0,-1,1.2,-7
CCN(CC)C(=O)C(=O)N/N=C/c1cccs1,4,0,-2,0,0,-11,-8,-2,-0.2,-6
Cc1ccc(S(=O)(=O)Nc2cc3c4c(c2)C(C)C(=O)N4CCC3)cc1 (stereo unspecified),-4,2,/,/,17,/,4,-5,-35,21
COCc1cc(=O)[nH]c(/N=C(\N)Nc2ccc(Cl)c(Cl)c2)n1,0,-6,2,2,-5,-7,-9,-2,-1.0,24
COCCCn1c(=O)c2ccccc2n(CC(=O)N2CCCc3ccccc32)c1=O,-1,-5,-4,-16,5,-11,-5,0,-0.3,54
COC(=O)CNC(=O)c1ccccc1F,0,12,1,-17,-6,-2,-13,-3,-0.4,18
Cc1ccc(C)n1CCN1CCN(C(=O)c2ccc(Cl)cc2)CC1,-6,-16,3,-11,0,1,4,-19,-0.3,6
CCN(CC(=O)NCc1ccc(F)cc1)C(=O)CN1CCN(c2cc(Cl)ccc2C)CC1,-1,7,3,3,-5,7,0,-2,-0.4,-3
COc1cccc(OCC(=O)Nc2c3c(nn2-c2ccccc2)CS(=O)(=O)C3)c1,-4,7,1,-17,-14,4,-4,-2,-0.2,11
NNC(=O)[C@H](Cc1ccccc1)NC(=O)NCCc1ccccc1,3,-2,6,-15,1,3,-3,-3,-0.1,18
CC(C)(C)c1[nH]ncc1[N+](=O)[O-],0,16,-4,-13,52*,0,9,-2,-0.2,14
Cc1cc(NC(=O)c2ccc(C)c(C)c2)no1,3,-106,2,-136,61*,-1,18,2,3.9,4
COC(=O)c1ccc2[nH]cc(CCO)c2c1,2,20,1,-2,2,0,-3,-2,-1.8,10
Cc1cccc(-c2cc(C(=O)Nc3ccc4c(c3)OCCO4)c3ccccc3n2)c1,-4,-24,-1,11,-5,-6,-16,-5,-0.1,7
CCOC(=S)SCc1cn2cccc(C)c2n1,3,-3,0,-5,33,6,19,-5,0.5,21
CCOc1ccc(C(CC(=O)O)NC(=O)Cc2ccccc2)cc1OC (stereo unspecified),-3,16,0,-13,0,-2,-9,1,0.4,9
CCN(CC)CCNc1ncnc2c1[nH]c1ccc(OC)cc12,4,-33,-3,-41,11,-5,-4,-1,-0.7,15
C/C(CCc1ccccc1)=N/NC(=O)C(=O)NC(C)c1ccccc1 (stereo unspecified),-1,9,-2,-3,-7,-1,-3,-4,0.1,21
COc1ccc(N2C(=S)N=C(Nc3ccccc3)C23CCCCC3)cc1,0,40,-1,-6,-9,-3,-7,-1,-0.9,12
Cc1cc(OCCCCOc2ccc(C#N)cc2)ccc1[N+](=O)[O-],-1,5,4,-21,-5,1,-1,0,-1.0,6
O=C(NCCc1cn2ccccc2n1)c1cc(COc2c(F)cccc2F)on1,0,8,2,-25,1,-1,-1,0,-0.2,3
COc1ccc(-n2nc(C(=O)NCC(=O)NC(C)C)c3ccccc3c2=O)cc1,0,7,1,-26,-28,0,-11,-1,-0.9,5
CC(NC(=O)Cc1cccs1)C(c1cccs1)N1CCOCC1 (stereo unspecified),1,8,2,-15,6,6,-6,0,0.3,20
CCCC[C@@H]1CN=C(N)N1CCc1cc(C(F)(F)F)cc(C(F)(F)F)c1,-5,-29,/,/,-3,/,3,10,0.0,58
O=S(=O)(NCCc1cn2ccccc2n1)c1ccc2c(c1)OCCO2,0,-3,-3,-4,-12,-1,-10,-1,-0.3,26
CCc1nnc(NC(=O)Cc2ccc(OC)c(OC)c2)s1,1,8,-1,-12,47,-2,10,-1,1.3,10
O=C(Nc1cccc2ccccc12)/C(Cl)=C/c1ccccc1,2,-81,-2,-37,-4,6,17,-1,1.5,23
O=C(c1csc2ccccc12)N1CCN(c2ccc(Cl)c(Cl)c2)CC1,1,0,0,15,-5,1,-6,-3,-0.4,-18
Cc1ccc(OCC(=O)Nc2ccc3c(c2)CCC3)c([N+](=O)[O-])n1,-1,-22,-6,-99,28,-9,16,-5,3.2,17
O=c1[nH]cnc2sc3c(c12)CCCC3,0,-4,1,-1,-15,4,-18,2,1.0,17
CC1(C)CC(=O)C=C(Nc2ccccc2NC(=O)c2cnccn2)C1,-6,7,-1,-35,-5,-4,-5,1,0.2,12
O=C(Cc1c(F)cccc1Cl)NCC1CCCO1 (stereo unspecified),1,15,-1,-17,-3,5,-3,1,1.5,19
Cc1ccc(-c2nn(-c3ccccc3)cc2/C=C/C(=O)O)o1,1,-20,2,-4,6,5,-2,-3,0.2,31
CN(C)C1(CNC(=O)C2CCC(=O)N(Cc3ccc(Cl)cc3)C2)CCCCC1 (stereo unspecified),/,2,0,8,25,6,1,11,1.2,61
CCOC(=O)C(C)NC(=O)c1cn(-c2ccc(OC)cc2)c(=O)c2ccccc12 (stereo unspecified),-2,13,-6,-50,-3,2,-2,-3,-17,5
O=C(c1ccc(CS(=O)(=O)c2ccc(Br)cc2)o1)N1CCOCC1,-3,10,-4,-20,8,-3,-3,-2,/,6
CNC(=O)COC(=O)c1ccccc1C(=O)c1ccc(Cl)c([N+](=O)[O-])c1,-1,-19,-2,-4,?,-2,?,/,-7.6,41
CCOc1ccccc1NC(=O)CSc1nnc(CNC(=O)c2cc(OC)c(OC)c(OC)c2)o1,/,14,-4,-19,2,-1,-2,-1,0.7,44
O=C(NCc1ccc(F)cc1)c1cccc(NC2=NC3CS(=O)(=O)CC3S2)c1 (stereo unspecified),-1,-41,1,-8,-9,-2,-4,-3,0.0,5
C#CCOCCOCCOCCNc1nc(N2CCOCC2)nc(N2CCN(C(=O)[C@H](CCCCN)n3cc([C@@H](N)C(C)CC)nn3)CC2)n1 (stereo partly specified),-5,12,11,-8,-14,0,1,-2,0.1,7
O=C(NC1CC(=O)N(c2ccc(Cl)cc2)C1)N1CCN(C(=O)c2ccco2)CC1 (stereo unspecified),1,9,/,/,6,/,-1,2,-1.1,13
CCSc1nc2c(c(-c3ccc(C)o3)c1C#N)CCCC2,-1,31,-1,17,-11,-12,1,-2,-0.1,5
Oc1ccc(Cl)cc1N=Cc1sc2ccccc2c1Cl,-1,-44,64*,18,45,0,12,-4,0.2,0
O=C(Nc1cccnc1)c1cccc(S(=O)(=O)N2CCOCC2)c1,-19,-10,-1,16,-3,-1,7,-1,-0.2,33

Additional compounds follow:
Molecule,GSK3beta inhib,aSyn UTR inh,HSP90 inh,KLF5 inhibitor,HSF1 activator,IEC-6 cytotox,HSF1 inh,GSK3A inh,HIF act,AI-2 QS modul
COc1ccc(S(=O)(=O)N2CCC(C(=O)N3CCc4ccccc4C3)CC2)cc1OC,-1,22,-4,-9,-2,-3,1,-2,0.0,19
Cc1cccc(NC(=O)c2cccc(N3C(=O)CCC3=O)c2)c1,3,10,-1,0,2,0,5,0,1.2,29
Nc1nc(N)n(-c2ccccc2)c(=Nc2ccccc2)n1,0,14,5,-1,5,4,2,-1,0.5,4
CCN(CC)CCN(C(=O)Cn1nnc(-c2ccc(C)o2)n1)C(C(=O)NC(C)(C)C)c1cccs1 (stereo unspecified),-1,-4,0,-25,15,-3,4,-2,-0.1,-3
CC(C)CCNC(=O)C(c1cccnc1)N(Cc1ccccc1)C(=O)Cn1nnc2ccccc21 (stereo unspecified),-1,-9,3,-11,-31,1,-19,0,-34,3
CCO/C=C1/C(=O)N(Cc2ccccc2)C(=O)c2ccccc21,1,9,-1,-19,11,3,-9,-1,-0.4,35
O=C(CN(C(=O)CNS(=O)(=O)c1ccc(F)cc1)c1cccc(F)c1)NCC1CCCO1 (stereo unspecified),-2,4,2,-16,2,0,-5,0,0.0,31
Cc1ccc(C)c(NC(=S)NNC(=O)c2csc(C(C)C)c2)c1,3,-100,2,-17,-22,5,-17,-2,1.1,2
CCOC(=O)c1ccc(NC(=O)c2nc[nH]c2C(=O)N[C@@H](C)C(=O)OC(C)(C)C)cc1,1,8,/,/,-7,/,2,2,0.8,11

Source: PubChem BioAssay (several laboratories)
